Assay outcomes from PubChem.
TAG inh: inhibitors of triacylglycerol accumulation, primary screen, cell-based, uHTS, fluorescence, H9c2; H9c2 cells, Nile Red lipid (TAG) fluorescence; cells loaded with 200 µM oleic acid; inhibition, % at 12.5 µM; 230,000 compounds, 0.66% hits; AID 651582, 2012;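 active means pattern-corrected inhibition of lipid staining of at least 50% with the nuclear-stain viability signal not falling by more than 50%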;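 further: 0% = DMSO wells and 100% = triacsin C control wells; some results filed as inactive read as strong as hits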
TAG inh DAPI viability: second read-out of TAG inh, no call of its own (marks repeat the call); DAPI nuclei signal change (viability), lower = more cytotoxic, %;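 whole-well DAPI fluorescence read on a plate reader as a viability signal; minus 50 percent equals half of cells still viable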
The depositor's hits bear a star. Not all compounds are listed; rates above refer to the full screens.

SMILES | TAG inh | TAG inh DAPI viability
CCOC(=O)C1=C(COC(=O)/C=C/c2cccc(OC)c2OC)NC(=O)NC1C (stereo not given) | 9 | -3
O=C1C2C3C=CC(O3)C2C(=O)N1Nc1ccccc1 (stereo not given) | -7 | 1
COc1ccc2c(C)cc(=O)oc2c1C | -2 | 10
O=C(CCCSc1nc2ccccc2[nH]1)NCc1ccccc1F | -7 | -4
CCOC(=O)C1=C(C)N(c2ccc(C)cc2)C(=O)/C1=C\c1cccs1 | 12 | -28
CCOc1ccccc1C(=O)Nc1cccc(-c2ccc3nncn3n2)c1 | 10 | -5
O=C(Nc1ccc(C(=O)N2CCOCC2)cc1)c1cnn2c(C(F)F)cc(-c3ccccc3)nc12 | 21 | -14
CC(=O)Nc1ccc(NC(=O)COc2cccc3ccccc23)cc1 | -14 | 1
CCN(CC(=O)NC(=O)NC1CCCC1)Cc1ccccc1 | 6 | -5
COc1ccccc1CCc1nnc(CCC(=O)NCC(C)Oc2cccnc2)o1 (stereo not given) | 5 | -5
CCC(=O)N(Cc1cc(=O)[nH]c2ccccc12)c1ccccc1 | -6 | 8
Nc1nc(SCc2ccccc2Cl)c2ncn(C3OC(CO)C(O)C3O)c2n1 (stereo not given) | 11 | 1
O=C(COC(=O)CCc1ccc(S(=O)(=O)N2CCOCC2)cc1)Nc1ccccc1OC(F)F | -3 | 9
Oc1ccccc1C=NNC(=S)NN=Cc1ccccc1O | -6 | -11
Cc1nnc(SCC(=O)N2CCc3ccccc3C2)s1 | -9 | 0
CSc1ccc(Cl)c(C(=O)NC2CCCC2)c1 | 0 | -2
NS(=O)(=O)c1ccc(CCNC(=O)CCNS(=O)(=O)c2ccccc2C(F)(F)F)cc1 | -1 | 5
O=Cc1cn(-c2ccccc2)nc1-c1cccc([N+](=O)[O-])c1 | 9 | 1
CCCCC1(C)OC(=O)C(=Cc2c[nH]c3ccccc23)C(=O)O1 (stereo not given) | -8 | 11
O=C(N/N=C/c1ccoc1)c1ccccc1 | -7 | 11
Cc1cc(C)c2sc(NNC(=O)c3ccc(S(=O)(=O)N4CCc5ccccc5C4)cc3)nc2c1 | 26 | -30
CCOc1ccccc1-n1ccn(CC(=O)Nc2ccc(Br)cc2F)c(=O)c1=O | 7 | -3
CC1CCCC(C)N1C(=O)Cn1c(=O)sc2ccccc21 (stereo not given) | -9 | -2
O=C(Cn1cccc1C(=O)c1ccccc1)NCc1cccnc1 | -7 | 9
CN1C2=C(C(=O)CC(C)(C)C2)C(c2cccs2)C2=C1CC(C)(C)CC2=O | 19 | 2
CC(=O)NCC(=O)N(C)C(C(=O)Nc1ccc2c(c1)OCCO2)c1ccccc1 (stereo not given) | -13 | 7
O=C(O)CCC(CNS(=O)(=O)c1ccccc1)C(F)(F)F (stereo not given) | 5 | 6
O=C(NCCNS(=O)(=O)c1ccccc1Cl)c1cc(OCC(F)(F)F)ccc1OCC(F)(F)F | 32 | -20
CCc1nc2c(OCc3ccc(OC)cc3)cccn2c1N(C)C(=O)C(C)C | 0 | -6
Cc1cccc(-n2ncc3c(N4CCC5(CC4)OCCO5)ncnc32)c1 | 19 | 1
CC(=O)Nc1ccc(SCC(=O)N(C)C2CCS(=O)(=O)C2)cc1 (stereo not given) | -30 | 1
CN(Cc1ccccc1)C(=O)c1ccc(Nc2nc(C(N)Cc3ccccc3)cs2)nc1 (stereo not given) | 52* | 7.7*
CCN(Cc1nc2ccccc2c(=O)[nH]1)C(=O)c1cc2c(s1)CCCCC2 | -7 | 4
CCCCOC(=O)c1ccc(NC(=O)C(=O)NCC2CCCO2)cc1 (stereo not given) | -15 | 28
ClC1(Cl)CC1Cn1cnc2ccccc21 (stereo not given) | -9 | -2
COc1cc(NC(=O)C2CC2)c(OC)cc1NC(=O)CCC(=O)NC1CCN(Cc2ccccc2)CC1 | -10 | -3
COc1cccc(NC(=S)NC2CC(C)CC(C)(C)C2)c1 (stereo not given) | 5 | -1
CCC(CC)C(=O)N1CCN(Cc2nc3ccccc3c(=O)[nH]2)CC1 | 13 | 6
COc1ccc(CCNC(=O)CCC(=O)Nc2ccc3nc(N4CCN(C)CC4)cc(C)c3c2)cc1OC | -7 | 6
CCc1nnc(NC(=O)CCc2c[nH]c3ccccc23)s1 | -3 | 3
Cc1ccc(S(=O)(=O)N2CCC(C(=O)NC3CC(C)(C)NC(C)(C)C3)CC2)cc1C | 12 | -4
CSc1ccc(CN2CCc3c([nH]c4ccccc34)C2)cc1 | -7 | 4
COc1ccccc1NS(=O)(=O)c1cc(NC(=O)CCc2nc3ccccc3c(=O)[nH]2)ccc1C | 2 | -1
CCC(C(=O)OCC(=O)NCc1ccc2c(c1)OCO2)c1ccccc1 (stereo not given) | -12 | 2
CC1CCc2nc(/C(C#N)=C/c3ccncc3)sc2C1 (stereo not given) | -13 | 84
O=C(CN1CCN(c2ccccc2)CC1)Nc1cccc([N+](=O)[O-])c1 | -7 | 4
COc1ccccc1NS(=O)(=O)c1ccc(O)c(C(N)=O)c1 | 7 | -12
Cn1c(C(=O)N2CCCC(C(=O)c3ccc(C(F)(F)F)cc3)C2)cc(=O)n(C)c1=O (stereo not given) | 0 | 11
COCc1c(C(=O)Nc2ccc(Cl)cc2F)oc2ccccc12 | -5 | -3
COc1cc(CNC(=O)c2nc(Cn3nc(C)c(Br)c3C)no2)cc(OC)c1 | -22 | -9
N#Cc1c(N)n(CCc2ccc(F)cc2)c2nc3ccccc3nc12 | 8 | 31
O=C(N/N=C/c1c[nH]c2ccccc12)c1cc(-c2cccc3ccccc23)n[nH]1 | 10 | 3
CSc1ccccc1NC(=O)CSCc1nc2sc(C)c(C)c2c(=O)[nH]1 | -3 | 10
CCN(CC)c1ncnc2c1ncn2[C@H]1CN(Cc2cccnc2)C[C@@H](CO)O1 | 15 | -13
COC(=O)c1cc(C#N)c(NCc2ccc(Cl)cc2Cl)nc1C | 26 | -15
Cc1nc2cc(N3CCCCC3)c(NC(=O)c3cccnc3)cc2c(=O)n1Cc1ccccc1 | 4 | -12
COc1ccc(-c2ccc(CCC(=O)O)n2NC(N)=O)cc1 | 2 | -3
O=C(/C(C=Nc1ccc(Br)cc1)=C(/O)c1ccco1)C(F)(F)F | -8 | 1
O=C(O)c1ccccc1-c1nc2ccccc2[nH]1 | 9 | -6
Cc1nn(C(C)C(=O)O)c(C)c1[N+](=O)[O-] (stereo not given) | -14 | 1

Further entries follow.
SMILES | TAG inh | TAG inh DAPI viability
COCCNC(=O)C1(C)CCN(C(=O)Cc2ccc(OC)c(OC)c2)C1 (stereo not given) | -9 | 2
CCNS(=O)(=O)c1ccc(CCC(=O)N2CCN(C(=O)OCC)CC2)cc1 | -5 | 7
c1ccc(COc2ccccc2CNC2CCCC2)cc1 | 6 | 16
CCOc1cc(NC(=S)N2CCC(C(N)=O)CC2)c(C(=O)OC)cc1OCC | -5 | -4
O=C(CSc1ncn[nH]1)Nc1nnc(-c2ccccc2)s1 | 1 | -4
COc1cccc(NC(=O)CN(C)C(=O)c2ccc(COc3ccccc3)cc2)c1 | -1 | 0
NS(=O)(=O)c1ccc(N2N=C(c3ccccc3)CC2c2ccccc2Br)cc1 (stereo not given) | -14 | 165
CCn1c(-c2cc(-c3ccccc3)sc2N)n[nH]c1=S | 17 | -15
CC(=O)Oc1ccc(C2C3=C(CC(C)(C)CC3=O)Nc3cc4c(cc32)OCCO4)cc1 (stereo not given) | 1 | 6
C[C@@H]1CN([C@H](C)CO)C(=O)CCCn2nncc2CO[C@@H]1CN(C)S(=O)(=O)c1cn(C)cn1 | 6 | -8
CC(C)=NNc1nc(-c2ccccc2)c(C)s1 | -24 | 9
CCC(C)NC(=O)CSc1ncnc2sccc12 (stereo not given) | -1 | 6
COc1ccc(/C=N/c2oc(-c3ccccc3)cc2C#N)cc1 | 9 | 2
Cc1ccc(C(=O)Nc2nnc(S(=O)(=O)Nc3ccccc3C)s2)cc1C | 3 | 8
CC[C@]1(C(=O)OC)[C@H]2C(=O)N(C)C(=O)[C@H]2[C@H]2CN=C(SCc3ccc(OC)cc3)N21 | 10 | -3
CC(=O)NCCNC(=O)CNC(=O)c1ccc(Cl)cc1 | 9 | -4
COc1ccccc1CN1CCN(C(c2ccccc2)c2ccccc2)CC1 | -12 | 10
Cc1cccc(C)c1NC(=O)C1CCCNC1 (stereo not given) | 3 | -2
CCS(=O)(=O)c1nc(S(=O)(=O)c2ccc(C)cc2)c(NCc2ccccn2)s1 | -26 | 7
O=C1CC(c2cccnc2)c2cc3c(cc2N1)OCCO3 (stereo not given) | 6 | -3
O=C(CSC1=NS(=O)(=O)c2ccccc2N1)Nc1ccc(F)cc1 | 6 | 1
COC(=O)c1cccc(C(=O)Nc2cnc3ccccc3c2)n1 | 5 | 12
CC1CCc2sc3c(c2C1)c1ncnn1c(=O)n3CC(=O)c1ccc(Br)cc1 (stereo not given) | 4 | 8
CN(Cc1ccccc1)C(=O)c1nc2ccccn2c1CNCCOc1cccnc1 | -7 | 7
CC(NC(=O)NC1CCCCC1)C(c1cccs1)N1CCOCC1 (stereo not given) | 1 | -7
NC1=NC2(CCCC2)N=C(Nc2ccccc2)N1 | -1 | -2
O=c1cc(N2CCN(c3ccc(F)cc3)CC2)[nH]c(=O)n1Cc1ccc(F)cc1 | -8 | -16
CCOC(=O)CCc1c(C)n(CC)c2ncnn2c1=O | -10 | -9
C=CCN1C(=O)NC2(O)C(=O)c3ccccc3C12O (stereo not given) | 13 | -10
Cc1cc(NC(=S)NC(=O)c2ccco2)c2ccccc2n1 | -5 | -2
CC1CCc2c(sc(NC(=S)NC(=O)c3ccccc3)c2C#N)C1 (stereo not given) | 18 | 7
CCC(=O)Nc1cc(NC(=O)CSc2nnc(C(C)C)n2CC)ccc1C | 10 | -9
Cc1cc(Cl)ccc1NC(=O)Cn1cncn1 | 7 | -18
CCc1ccc(C(=O)Cn2ncc(Cl)c(Cl)c2=O)cc1 | 14 | -2
CN(NC(=S)Nc1ccc(OC(F)F)cc1)C(=S)Nc1ccc(OC(F)F)cc1 | -24 | 11
Cc1ccc(S(=O)(=O)N(C)CC(=O)OCC(=O)NC(=O)NC(C)C)cc1 | -4 | -5
CC(C)CN(C(=O)COc1ccc(Br)cc1C=O)C1CCS(=O)(=O)C1 (stereo not given) | -32 | 0
O=C(COc1ccc(NC(=O)c2cccs2)cc1)c1ccc(F)cc1 | 10 | -4
O=C(NCc1cccs1)C1CC(=O)N(c2ccc(Cl)cc2)C1 (stereo not given) | 5 | -14
CN1CCN(C(CNS(=O)(=O)c2ccc(F)cc2)c2cccnc2)CC1 (stereo not given) | -6 | -1
COc1ccc(NC(=O)Oc2cc(C)ccc2C(C)C)cc1 | -12 | 6
Cc1c(C(=O)NCCSCc2cccc(C(F)(F)F)c2)cnn1-c1ccc(F)cc1 | 2 | -9
O=[N+]([O-])c1ccc(Cc2nnc(-c3ccccc3Cl)o2)cc1 | 7 | -3
CC(C)N(Cc1ccccc1)C(=O)CN1C(=O)NC2(CCOc3ccccc32)C1=O (stereo not given) | 11 | -3
COc1ccc(C2C(C(=O)/C=C/c3ccco3)=C(O)C(=O)N2CCN2CCOCC2)cc1 (stereo not given) | -6 | 1
